ABHD4 inh: inhibits mouse alpha/beta hydrolase domain 4; Q8VD66; purified mABHD4, FP-Rh probe fluorescence polarization; 370,000 compounds, 0.54% hits; AID 720543; inhibition, % at 8.92 µM;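 active = inhibition exceeding the mean over every tested compound plus 3 SD, cut at about 30% in these data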;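 also: 0% = plate median of compound wells and 100% = S159A mutant with DMSO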
Target sequence (Q8VD66 whole entry, looked up, the tested form may be a part): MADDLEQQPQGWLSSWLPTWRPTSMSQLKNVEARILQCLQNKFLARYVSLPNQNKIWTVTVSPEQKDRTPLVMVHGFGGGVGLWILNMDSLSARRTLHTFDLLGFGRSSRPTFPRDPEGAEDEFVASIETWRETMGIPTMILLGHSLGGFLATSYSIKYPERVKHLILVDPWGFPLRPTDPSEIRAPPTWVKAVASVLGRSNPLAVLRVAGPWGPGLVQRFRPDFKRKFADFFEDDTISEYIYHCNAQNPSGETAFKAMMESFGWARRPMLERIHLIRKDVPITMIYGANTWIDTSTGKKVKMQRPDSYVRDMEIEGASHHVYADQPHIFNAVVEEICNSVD
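Assay system: mouse ABHD4 enzyme, wild type / Also added: fluorescent activity-based probe FP-Rh / Doses: single nominal dose of 8.92 µM, 0.89% DMSO final / Timing: 45 min compound pre-incubation plus 60 min probe step, 25 °C / Signal: FP readout, ex 525 nm / em 598 nm / Control set: S159A mutant/DMSO as 100%, compound-well median as 0%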
NR1D1 modulator: modulators of human Rev-erb alpha DNA binding; P20393; Rev-erbα–FITC-DNA binding, fluorescence polarization, 90 min; activity, % at 10 µM; 370,000 compounds, 0.79% hits; AID 1259318;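 active = activity above about 14%, limit read from the data; passing the limit was not always enough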;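 also: 0% = DMSO wells with 35 nM protein and 100% = DMSO wells with 750 nM protein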
PRMT1 FP inh: PRMT1 (human) inhibition, primary screen; Q99873; inhibition, % at 2.79 µM; 370,000 compounds, 1.3% hits; AID 652257; recombinant PRMT1, activity-based probe fluorescence polarization;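 active = inhibition above about 21% made by adding two undisclosed values, limit read from the data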
TCR CD3 inh: human TCR-CD3 binding inhibition; TAMRA-labeled TCR probe fluorescence, biochemical; inhibition, % at 9.4 µM; 360,000 compounds, 0.37% hits; in the data active = inhibition above about 19%;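 also: recombinant mutant TCR 2C K166C tagged with TAMRA read by polarization; 0% = receptor in buffer alone and 100% = receptor with positive control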
SIAE inh: blocks human sialic acid acetylesterase. 370,000 compounds, 0.69% hits. inhibition, % at 9.66 µM. SIAE FP-Rh probe binding, fluorescence polarization;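 active = inhibition above a cutoff: mean of compounds within the control limits plus 3 SD of those, cut at about 17% in these data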;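 also: 0% = plate median of compound wells and 100% = probe without SIAE protein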
LEDGF integ inh: blocks HIV-1 LEDGF/p75-dependent DNA integration. 370,000 compounds, 0.64% hits. TR-FRET IN-LEDGF/p75 DNA integration, Eu/Cy5. inhibition, % at 3.7 µM;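 active = inhibition above the screen-wide mean plus 3 SD, cut at about 13% in these data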;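 also: signal is the Cy5 over europium emission ratio at 671 and 618 nm; 0% = plate median of compound wells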
TDP2 inh: blocks human TDP2 phosphodiesterase activity | recombinant TDP2, T5PNP hydrolysis, p-nitrophenol absorbance 415 nm | inhibition, % at 12.8 µM | 370,000 compounds, 0.34% hits | O95551;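 active = inhibition above the mean of all tested compounds plus 3 SD, set per campaign, cut at about 25% in these data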;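 also: 0% = DMSO with enzyme and 100% = buffer with substrate but no TDP2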
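System – recombinant human TDP2 · Amount – 120 nM TDP2 per well · Buffer or medium – Mg2+-containing Tris-HCl buffer, pH 7.5 · Reagent – T5PNP substrate, 5 mM · Dosing – 12.8 µM single point, 1% DMSO · Incubation – 2 h at 37 °C · Measured by – epi absorbance · Read-out basis – percent inhibition · Benchmarks – high control without enzyme, low control DMSO plus TDP2 · Repeats – singlicate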
PG9 Ab binder: binds the HIV-1 gp120 antibody PG9. TR-FRET gp120-PG9 antibody binding. inhibition, % at 6.7 µM. 360,000 compounds, 0.43% hits; in the data active = inhibition above about 8.5%
rCAG RNA binder: binds r(CAG) RNA repeats | r(CAG) RNA repeat, TO-PRO-1 dye displacement fluorescence | 370,000 compounds, 1.3% hits | inhibition, % at 3 µM;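 active = inhibition above the plate cutoff, the mean of all test compounds on that plate plus 3 SD, cut at about 35% in these data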;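 also: 0% = DMSO alone and 100% = 100 µM mitoxantrone as full dye displacement; higher means more dye released from RNA so lower well fluorescence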
HTRA1 inh: HTRA1 (human) protease inhibition | recombinant HTRA1, FP-rhodamine activity-based probe, fluorescence polarization | inhibition, % at 5.96 µM | 340,000 compounds, 0.5% hits | AID 504803; in the data active = inhibition above about 36%;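 also: 0% = enzyme with DMSO and 100% = wells lacking enzyme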
Target sequence (Q92743 whole entry, looked up): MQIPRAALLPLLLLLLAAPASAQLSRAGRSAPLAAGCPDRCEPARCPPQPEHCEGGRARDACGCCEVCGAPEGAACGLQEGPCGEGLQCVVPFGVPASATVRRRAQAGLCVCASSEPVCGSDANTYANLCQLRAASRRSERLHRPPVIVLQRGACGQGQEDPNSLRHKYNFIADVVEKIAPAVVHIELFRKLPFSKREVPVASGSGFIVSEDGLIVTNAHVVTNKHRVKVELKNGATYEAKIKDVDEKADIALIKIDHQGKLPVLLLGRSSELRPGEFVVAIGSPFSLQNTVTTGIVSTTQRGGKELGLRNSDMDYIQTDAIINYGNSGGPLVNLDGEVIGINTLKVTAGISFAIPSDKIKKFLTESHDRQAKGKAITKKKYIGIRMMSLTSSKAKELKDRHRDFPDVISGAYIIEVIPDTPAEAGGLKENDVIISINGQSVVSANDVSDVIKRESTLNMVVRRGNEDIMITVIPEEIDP
* marks the source's active call; other numbers are inactive results; nt = no result given; & = joins results of further samples.

#	mol	ABHD4 inh	NR1D1 modulator	PRMT1 FP inh	TCR CD3 inh	SIAE inh	LEDGF integ inh	TDP2 inh	PG9 Ab binder	rCAG RNA binder	HTRA1 inh
1	Cc1cc(C)n(CCOC(=O)C2C(C=C(Cl)Cl)C2(C)C)n1 (stereo not given)	0	12	2	6	-3	-5	-7	1.2	-11	-8
2	Cc1ccc(CS(=O)(=O)CCC(=O)N2CCC3(CC2)OCCO3)cc1	5	1	-1	-4	-3	1	-6	-1.4	-2	14
3	Cc1ccc(CC2C(=O)N(C)C(=O)N(C)C2=O)s1	-2	5	21*	7	3	1	8	1.9	7	10
4	CSCc1nnc2n1-c1ccc(Cl)cc1C(c1ccccc1)=NC2	-3	3	-1	6	5	-2	10	0.6	-5	-4
5	COc1ccc(OC(=O)N(C)C[C@@H]2OCc3cnnn3CCCC(=O)N([C@@H](C)CO)C[C@H]2C)cc1	-4	-5	-3	3	0	-2	1	-0.4	-1	2
6	Cc1cccc(-n2c(/C=C/c3ccc([N+](=O)[O-])o3)nc3ccccc3c2=O)c1	6	-3	-1	-1	0	5	-1	-0.9	8	-3
7	COCCOC(=O)c1c(C)n(C)c2ccc(OC(=O)N(C)C)cc12	0	-1	-1	-6	-4	2	5	2.1	-6	1
8	O=C1NC(=S)N(c2ccccc2)C(=O)/C1=C/c1ccco1	18	-36	55*	-53	-18	54*	7	-0.9	89*	5
9	O=c1[nH]c(=O)n(Cc2ccc(F)cc2)c(O)c1C=NCc1cccnc1	2	7	2	-1	2	-2	-6	0.7	0	-3
10	Cc1cc(OCC(=O)N2CCC(C(=O)O)(c3ccccc3)CC2)c2c(C)c(C)c(=O)oc2c1	-10	-5	7	-4	-7	5	1	-0.6	33	-4
11	C=CCN1C(=O)NC(=O)/C(=C\c2ccc(-c3ccccc3[N+](=O)[O-])o2)C1=O	2	5	17	-2	-6	4	12	-0.5	14	1
12	O=C1NCN(c2ccccc2)C12CCN(C(c1cccc3ccccc13)c1nnnn1Cc1ccccc1)CC2 (stereo not given)	-4	0	1	10	0	-2	-2	0.3	13	nt
13	COc1cc2c(cc1O)CC1c3c(cc(O)c(OC)c3-2)CCN1C (stereo not given)	24	-11	0	22*	11	8	-2	-0.3	8	8
14	Fc1cccc(-c2ccc3c(c2)CNCc2cnnn2-3)c1	-3	9	-2	-4	-5	3	-2	0.4	3	nt
15	O=C(c1ccccc1F)c1cn(CC(=O)N2CCCC2)c2ccccc12	-1	-3	1	0	2	0	-5	-2.2	1	-1
16	CCC1(NS(=O)(=O)c2ccc(N)cc2)C(=O)N(C)C(=O)N(C)C1=O	-3	-7	-1	0	-7	2	0	-1.8	-2	-4

Along the list, quoted from above:
PG9 Ab binder, compounds 5 to 9: -0.4, -0.9, 2.1, -0.9, 0.7
TCR CD3 inh, compounds 5 to 9: 3, -1, -6, -53, -1
NR1D1 modulator, compounds 5 to 9: -5, -3, -1, -36, 7

Further compounds follow:
#	mol	ABHD4 inh	NR1D1 modulator	PRMT1 FP inh	TCR CD3 inh	SIAE inh	LEDGF integ inh	TDP2 inh	PG9 Ab binder	rCAG RNA binder	HTRA1 inh
17	Cc1cc(C(=O)N2CCC3(CC2)OCCO3)cs1	1	-1	2	6	2	2	9	-1.9	15	7
18	C[C@H]1CN([C@@H](C)CO)C(=O)CCCn2cc(nn2)CO[C@@H]1CN(C)C(=O)Oc1cccc2ccccc12	-2	-7	-1	6	-1	-2	3	-2.0	2	nt
19	CCOc1ccc(C2C(C#N)=C(N)Oc3c2c(=O)oc2ccccc32)cc1 (stereo not given)	-4	-1	1	7	-4	2	7	-3.1	7	-1
20	N#CC1=C(N)Oc2cc(O)ccc2C1c1ccc2c(c1)OCO2 (stereo not given)	4	5	0	1	3	-3	9	0.3	0	nt
21	CCC(C)n1c(O)c(C=NC(C)c2ccccc2)c(=O)[nH]c1=S (stereo not given)	7	1	1	-5	-4	-1	13	-1.0	-2	7
22	COc1cccc(N2C(=O)NC(=O)/C(=C\c3ccc([N+](=O)[O-])s3)C2=O)c1	-62	-6	21	-47	-27	6	13	-0.1	56*	nt
23	CC/C(=N\N1CCCCCC1)c1c(O)n(-c2ccc(C)cc2)c(=O)[nH]c1=O	-3	-6	3	5	5	-2	-6	-0.3	2	-7
24	CCCCCCC(C)(C)c1ccc([C@@H]2C[C@H](O)CC[C@H]2CCCO)c(O)c1	-51	14	-1	10	-5	0	-7	0.6	-1	-29
25	CC1CN1c1cc2c(c3c1ccn3C)C1CCC2C1 (stereo not given)	10	2	-1	1	7	-2	-5	-7.2	5	nt
26	Cc1ccc(S(=O)(=O)NC(Cc2cnc[nH]2)C(=O)O)cc1 (stereo not given)	-9	-2	-1	3	-5	4	7	-1.8	1	2
27	C[N+]12CCC(CC1)C(OC(=O)C(O)(c1ccccc1)c1ccccc1)C2 (stereo not given)	-5	-7&-5	-2	-2	-1	0	9	-0.1	1	0
28	O=C(C[n+]1ccn(CCCNP2(=O)C=C(c3ccccc3)OC(c3ccccc3)=C2)c1)c1ccccc1	8	5	-3	-7	0	0	-2	-1.0	3	-1
29	COc1ccccc1CCNC1C2CC3CC(C2)CC1C3 (stereo not given)	1	1	-2	12	1	-10	0	1.2	7	3
30	Oc1ccc(/C=N/NP(=S)(c2ccccc2)c2ccccc2)cc1	-15	-2	9	-4	-6	1	-1	1.9	10	-12
31	CCOP(=S)(OCC)SCC(=O)NC(C)(CC)C(=O)O (stereo not given)	0	1	2	-9	-4	-1	-8	0.9	0	3
32	COc1ccc(-n2c(O)c(/C=C3\C=Nc4ccc(Br)cc43)c(=O)[nH]c2=O)cc1	-1	-1	5	3	-38	2	21	-0.7	6	-3

Three entries from above, arranged by number of heavy atoms, low to high.
#	mol	ABHD4 inh	NR1D1 modulator	PRMT1 FP inh	TCR CD3 inh	SIAE inh	LEDGF integ inh	TDP2 inh	PG9 Ab binder	rCAG RNA binder	HTRA1 inh
3	Cc1ccc(CC2C(=O)N(C)C(=O)N(C)C2=O)s1	-2	5	21*	7	3	1	8	1.9	7	10
30	Oc1ccc(/C=N/NP(=S)(c2ccccc2)c2ccccc2)cc1	-15	-2	9	-4	-6	1	-1	1.9	10	-12
2	Cc1ccc(CS(=O)(=O)CCC(=O)N2CCC3(CC2)OCCO3)cc1	5	1	-1	-4	-3	1	-6	-1.4	-2	14

Next compounds follow.
#	mol	ABHD4 inh	NR1D1 modulator	PRMT1 FP inh	TCR CD3 inh	SIAE inh	LEDGF integ inh	TDP2 inh	PG9 Ab binder	rCAG RNA binder	HTRA1 inh
33	COC(=O)c1c(C)n(Cc2ccco2)c2ccc(O)cc12	1	-1	9	2	-1	7	-1	0.6	3	1
34	O=[N+]([O-])O[C@H]1CO[C@H]2[C@@H]1OC[C@H]2O[N+](=O)[O-]	-3	3&2	1	8	-4	-1	-7	0.0	0	11
35	CC(=O)C1CCC2C3CC(O)C4CC(O)CCC4(C)C3CCC12C (stereo not given)	1	1	-3	3	0	-1	-8	-1.1	-3	1
36	Clc1ccccc1N1CCN(Cc2ccc3c(c2)OCO3)CC1	13	-4	0	3	6	-1	-2	-1.6	-8	-6
37	O=C(C[N+]12CCC(CC1)C(CO)C2)c1ccc(Br)cc1 (stereo not given)	-3	-3	-3	-2	5	1	2	-0.4	1	3
38	COC(=O)C1=C(c2cccc(OCc3ccccc3)c2)C[C@@H]2CC[C@H]1N2C(=O)NNCc1ccccc1	-19	0	-2	10	-13	-1	-2	0.7	5	-34
39	CSc1ccc(C(=O)C2CCCN(C)C2)cc1 (stereo not given)	-3	-3	-5	-5	2	4	-2	-1.9	-2	-1
40	c1ccc2oc(-c3ccc4c(c3)CNCc3cnnn3-4)cc2c1	4	7	3	-4	-1	-2	-3	-1.2	3	nt

4 entries from above, with two lines to a compound.
Below each SMILES – ABHD4 inh, NR1D1 modulator, PRMT1 FP inh, TCR CD3 inh, SIAE inh, LEDGF integ inh, TDP2 inh, PG9 Ab binder, rCAG RNA binder, HTRA1 inh
7. COCCOC(=O)c1c(C)n(C)c2ccc(OC(=O)N(C)C)cc12
  0, -1, -1, -6, -4, 2, 5, 2.1, -6, 1
8. O=C1NC(=S)N(c2ccccc2)C(=O)/C1=C/c1ccco1
  18, -36, 55*, -53, -18, 54*, 7, -0.9, 89*, 5
9. O=c1[nH]c(=O)n(Cc2ccc(F)cc2)c(O)c1C=NCc1cccnc1
  2, 7, 2, -1, 2, -2, -6, 0.7, 0, -3
10. Cc1cc(OCC(=O)N2CCC(C(=O)O)(c3ccccc3)CC2)c2c(C)c(C)c(=O)oc2c1
  -10, -5, 7, -4, -7, 5, 1, -0.6, 33, -4

The list continues:
#	mol	ABHD4 inh	NR1D1 modulator	PRMT1 FP inh	TCR CD3 inh	SIAE inh	LEDGF integ inh	TDP2 inh	PG9 Ab binder	rCAG RNA binder	HTRA1 inh
41	COC(=O)C1(F)C(=O)NC(=O)NC1O (stereo not given)	-8	4	5	-5	2	-1	-11	1.0	0	nt
42	CCn1c(=O)n(CC(=O)N2CCC3(CC2)OCCO3)c(=O)c2ccccc21	-2	-1	0	6	0	4	-3	-1.2	-3	1
43	O=C(CCC(=O)N1C[C@H]2C[C@@H](C1)c1cccc(=O)n1C2)NCc1ccccc1	0	4	0	-6	-6	-4	-12	0.0	0	-3
44	Cc1ccc(-c2cc(C(F)F)n3ncc(C(=O)N4CCC5(CC4)OCCO5)c3n2)cc1	0	-2	-1	2	0	2	-7	-1.5	-6	0
45	C=CCN1C(=O)/C(=C\c2ccc(N3CCOCC3)o2)C(=O)NC1=S	0	13	-2	-12	-13	2	-4	-3.5	-21	-9
46	Cc1ccc(Cn2ccccc2=N)cc1	-2	-1	7	0	4	-7	-8	0.8	2	2
47	Cc1c(C(=O)N2CCC3(CC2)OCCO3)sc2ncnc(N3CCc4ccccc4C3)c12	1	-3	-3	5	2	0	-7	-2.8	-4	5
48	O=C1OCCC1NC1=NCCC1 (stereo not given)	6	4	-3	6	-8	2	-1	1.2	-2	9

Source: PubChem BioAssay (several laboratories)

Not all compounds are listed; rates above refer to the full screens.
